# Pf growth 48h: Primary qHTS for delayed death inhibitors of the malarial parasite plastid, 48 hour incubation; P. falciparum luciferase growth in erythrocytes, 48 h; 310,000 tested, 5.9% active; Potency, µM (titrated, usually from 28.7 µM), for inactives: top-dose activity change, negative = inhibition, most hits filed as inhibitors
#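 Luciferase-expressing P. falciparum in infected erythrocytes (2% hematocrit, 0.1% parasitemia final) in RPMI 1640/0.5% Albumax were exposed to compound for 48 hours at 37 C, 5% CO2; growth read as luminescence.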
# Sm TGR block: qHTS Assay for the Inhibitors of Schistosoma Mansoni Peroxiredoxins; Schistosoma mansoni thioredoxin glutathione reductase (TGR), Q962Y6; purified TGR, DTNB reduction, TNB absorbance 405 nm; Potency, µM (highest dose often 114 µM), without a hit: top-dose activity change, negative = inhibition, usual class: inhibitors; 360,000 tested, 3% active; AID 485364, 2010; note: nearly all actives have a fitted effect of over 60% in size
#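 TGR 20 nM + NADPH 100 uM (dispensed conc.), cpd preinc 15 min RT; start with NADPH (500 uM addition) then DTNB (15 mM addition). Kinetic TNB absorbance, 405 nm filter. Four-parameter Hill fit across titration.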
# HCV inh: qHTS Assay for Inhibitors of Hepatitis C Virus (HCV). Huh7.5.1 HCVcc-Cre infection, luciferase reporter, 44 h. Potency, µM (doses to about 41.8 µM), inactives show at the highest dose activity change, negative = inhibition, usual class: inhibitors. 340,000 tested, 3.4% active. AID 651820, 2012
#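 Compounds are dispensed onto cells plated 4 h earlier at 1,000 per well, with HCVcc-Cre virus (about 0.5 moi) added next. Following 44 h of culture, luminescent signal is measured for 15 sec after 15 min with substrate at room temperature.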
# LmPK inhibitor: qHTS Assay for Inhibitors of Leishmania Mexicana Pyruvate Kinase (LmPK) | Q27686 | purified LmPK, Kinase-Glo ATP luminescence, 1 h | Potency, µM (doses to about 57.5 µM), inactives show at the highest dose activity change, negative = inhibition, actives largely listed as inhibitors | 290,000 tested, 0.37% active | AID 1721, 2009
# Target sequence (Q27686 whole entry, looked up): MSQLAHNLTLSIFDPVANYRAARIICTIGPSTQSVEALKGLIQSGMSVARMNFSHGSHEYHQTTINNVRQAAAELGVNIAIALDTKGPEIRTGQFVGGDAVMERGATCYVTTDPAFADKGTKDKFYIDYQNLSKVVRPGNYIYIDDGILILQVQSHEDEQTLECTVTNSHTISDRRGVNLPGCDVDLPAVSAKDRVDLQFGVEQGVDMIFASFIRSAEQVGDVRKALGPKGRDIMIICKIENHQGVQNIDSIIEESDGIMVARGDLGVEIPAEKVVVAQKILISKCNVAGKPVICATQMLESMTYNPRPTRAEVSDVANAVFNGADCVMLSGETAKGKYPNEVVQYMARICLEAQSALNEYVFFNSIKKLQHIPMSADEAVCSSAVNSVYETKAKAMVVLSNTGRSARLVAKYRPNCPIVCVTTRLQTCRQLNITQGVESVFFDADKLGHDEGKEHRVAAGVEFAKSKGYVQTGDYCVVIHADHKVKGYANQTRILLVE
#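 qHTS format; LmPK 0.1 nM; substrates PEP 0.5 mM and ADP 0.1 mM. One-hour room-temperature incubation, then coupled luciferase luminescence; 0.5 nM enzyme wells mark activation.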
# TbPYK inhibitor: qHTS of Trypanosoma Brucei Inhibitors; 410,000 tested, 0.12% active; Potency, µM (titrated, usually from 76.8 µM), inactives show at the top dose activity, negative = inhibition, actives largely listed as inhibitors; pyruvate kinase (Trypanosoma brucei), Q57TT1; TbPYK enzyme, Kinase-Glo Plus ATP luminescence, 45 min; note: nearly all actives have a fitted effect of over 50% in size
#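 Luminescence from Kinase-Glo Plus, added after a 45-minute room-temperature reaction, served as the end-point read-out. The enzyme and substrate were preincubated with compound before ADP (130 uM final) initiated turnover. Concentration-effect curves came from normalized qHTS data.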
# Pf growth 96h: Primary qHTS for delayed death inhibitors of the malarial parasite plastid, 96 hour incubation | P. falciparum luciferase reporter growth, 96 h | Potency, µM (titrated, usually from 28.7 µM), inactives show at the top dose activity change, negative = inhibition, usual class: inhibitors | 320,000 tested, 6.9% active
#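 P. falciparum expressing integrated firefly luciferase grown in erythrocytes (2% hematocrit, 0.05% parasitemia final) with compounds for 96 hours at 37 C, 5% CO2. Growth inhibition read as loss of luminescence after adding luciferase detection reagent.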
# Numbers without * were called inactive; ? = inconclusive; nt = no result given; [ ] = another dose, or the depositor's remark. Calls come from the whole dose curve; as a rule, active = well fitted curve in the direction sought with a large enough effect; inconclusive = small, poorly fitted or top-dose-only effect, or another doubt; inactive = no such curve, though single readings can be large; an effect the other way counts as inactive or inconclusive. % is set by controls: 0 for no effect and ±100 for the full control effect; potency is the fitted concentration of half-maximal effect. Rows were taken by chance (roughly 16% active in at least one column).
SMILES,Pf growth 48h,Sm TGR block,HCV inh,LmPK inhibitor,TbPYK inhibitor,Pf growth 96h
CC1Cc2ccccc2N1C(=O)CSc1nnnn1C1CCCC1 (centres undefined),-10%,-11%,1%,-1%,-9%,34%[activator]
O=C(CS(=O)CC(=O)N(CC(=O)NC1CCCC1)C1CCCCC1)Nc1ccc(F)cc1 (centres undefined),12%,-13%,nt,-1%,1%,?
O=C(C1CC1)N1CCc2cc(Br)cc(S(=O)(=O)NCc3ccc4c(c3)OCO4)c21,-12%,0%,?,2%,-16%,?
COc1ccccc1N(CC(O)CN1CCC(C)CC1)S(=O)(=O)c1ccccc1 (centres undefined),-3%,25%,-9%,-3%,0%,?
CCc1nc(Nc2ccccc2)c2nnn(Cc3ccccc3)c2n1,37%[activator],-1%,?,2%,-4%,10µM*
Cn1c(=O)c2c(nc(NCc3cccnc3)n2Cc2ccc(Cl)cc2)n(C)c1=O,nt,0%,-9%,-3%,-9%,?
O=C(NCc1ccco1)c1ccc(S(=O)(=O)N2CCCc3ccccc32)cc1,?,-28%,16%,-17%,1%,nt
COC(=O)c1ccc(CNC(=O)C2CCC(=O)N(C3CCCCCC3)C2)cc1 (centres undefined),7%,-2%,-10%,-1%,-14%,12%
O=C(Nc1cccc(Cl)c1)Nc1cccc(C(=O)O)c1,289%[activator],5%,14%,0%,-4%,308%[activator]
Cc1ccc(-n2nc(C)c3c(-c4cccs4)c(C#N)c(N)nc32)cc1,?,-1%,5%,2%,-1%,?
N#Cc1cc(C(=O)c2cc(Cl)ccc2O)cn(-c2ccccc2)c1=O,9.3µM*,-6%,10%,1%,-4%,1.9µM*
O=S(=O)(NCCCN1CCOCC1)c1ccc(F)c(Cl)c1,-22%,-19%,1%,nt,3%,-16%
CCC(C)C(NC(=O)c1ccc(Cl)cc1Cl)C(=O)O (centres undefined),15%,-1%,15%,-1%,-20%,?
CN(C)c1cc(-c2ccc(F)cc2)oc(=O)c1Cl,?,7%,-4%,-1%,-1%,?
COC(=O)c1cc(O)cc(OC)c1C(=O)c1c(O)cc(C)cc1O,?,-30%,3%,12%,3%,5.2µM*
O=C(NNC(=O)c1ccco1)Nc1ccccc1,22%,4%,-20%,-9%,3%,1%
CCCN(CCC)CC(O)CN1C(=O)NC(C)(C)C1=O (centres undefined),4%,1%,14%,6%,2%,-8%
COc1ccc(NC(=O)c2ccc(S(=O)(=O)N(C)C)cc2)cc1OC,-4%,2%,-8%,-1%,-6%,?
CCCc1[nH]nc2c1C(c1cn[nH]c1-c1ccc(F)cc1)C(C#N)=C(N)O2 (centres undefined),21%,-9%,-7%,-1%,-3%,?
CCOc1ccccc1N(CC(=O)Nc1ccccc1C(=O)N1CCCC1)S(C)(=O)=O,-28%,6%,6%,3%,-2%,10%
COc1ccc(N2CC(C)(C)C2=O)cc1,6%,-33%,3%,-10%,3%,-1%
COC(=O)c1ccc(CN2CCN(C3CCCCC3)C(CCO)C2)cc1 (centres undefined),-12%,0%,-4%,1%,-2%,?
COc1ccc(C2=CSC3=NCCN23)cc1F,-19%,-2%,-24%,5%,?,-42%
COCCCn1c(Cc2csc(Nc3ccc(F)cc3)n2)nnc1SCC(N)=O,nt,0%,-4%,2%,-11%,-22%
Cc1ccc(C(=O)NCCc2ccc(F)cc2)s1,nt,11%,-13%,1%,2%,?
COc1cc(CC(=O)OCC(=O)N2CC(C)CC(C)C2)cc(OC)c1OC (centres undefined),?,5%,-6%,2%,4%,-6%
CC12CCC(C(=O)NC(c3ccccc3)c3ccccc3)(OC1=O)C2(C)C (centres undefined),nt,17%,13%,0%,2%,13µM*
Cc1cccc(C)c1NC(=O)CN1CCN(C(=O)CN2C(=O)NC3(CCCCC3C)C2=O)CC1 (centres undefined),14%,-16%,-30%,nt,3%,13%
CCc1nnc(NC(=O)c2ccc(N(C)S(=O)(=O)c3ccccc3)cc2)s1,18%,2%,-1%,-3%,0%,?
CCCCn1c(N)c(N(CC(C)C)C(=O)c2ccc(OCC3CCCO3)cc2)c(=O)[nH]c1=O (centres undefined),9%,-14%,-19%,nt,-4%,2%
O=C1c2ccccc2C(=O)N1CN(C(=O)COc1ccc(Cl)cc1Cl)c1cccc(F)c1,15%,-20%,3%,0%,-6%,2%
CC(C)C(=O)Nc1ncc(Cc2cccc(Cl)c2)s1,-14%,1%,-9%,3%,-2%,4%
Cc1c(C(=O)N2CCC(C)CC2)oc2ccc3c(c12)C(O)CC1(CCCCC1)O3 (centres undefined),-4%,0%,?,6%,1%,-12%
COC(=O)[C@@H]1CC[C@H](C)[C@@H](c2ccc(C)cc2)N1C(=O)c1ccc(/C=N/OC[C@@H](O)[C@H]2O[C@@H]3OC(C)(C)O[C@@H]3[C@H]2O)cc1,?,-14%,4%[8.37 µM],1%,nt,?
COCCCn1c(=O)c2sccc2n(Cc2ccc(C)cc2)c1=O,1%,5%,-7%,-1%,0%,-8%
O=C(CSc1ccccc1)Nc1nnc(-c2ccco2)o1,1%,-19%,1%,nt,1%,30%[activator]

# Grouped by structure: those above with an aryl methoxy group.
SMILES,Pf growth 48h,Sm TGR block,HCV inh,LmPK inhibitor,TbPYK inhibitor,Pf growth 96h
COc1ccccc1N(CC(O)CN1CCC(C)CC1)S(=O)(=O)c1ccccc1 (centres undefined),-3%,25%,-9%,-3%,0%,?
COC(=O)c1cc(O)cc(OC)c1C(=O)c1c(O)cc(C)cc1O,?,-30%,3%,12%,3%,5.2µM*
COc1ccc(NC(=O)c2ccc(S(=O)(=O)N(C)C)cc2)cc1OC,-4%,2%,-8%,-1%,-6%,?
COc1ccc(N2CC(C)(C)C2=O)cc1,6%,-33%,3%,-10%,3%,-1%
COc1ccc(C2=CSC3=NCCN23)cc1F,-19%,-2%,-24%,5%,?,-42%
COc1cc(CC(=O)OCC(=O)N2CC(C)CC(C)C2)cc(OC)c1OC (centres undefined),?,5%,-6%,2%,4%,-6%

# More records follow:
SMILES,Pf growth 48h,Sm TGR block,HCV inh,LmPK inhibitor,TbPYK inhibitor,Pf growth 96h
Cc1ccc(C)c(C(=O)OCC(=O)Nc2cccc(S(=O)(=O)NC3=NCCCCC3)c2)c1,-23%,7%,?,1%[11.5 µM],-4%,15%
COc1ccccc1CNC(=O)C1CCN(S(=O)(=O)c2ccc(-n3cnnn3)cc2)CC1,?,8%,21%,6%,-1%,?
O=C(CNC(=O)C1CCCCC1)NCCCO,nt,0%[11.4 µM],14%,0%,5%,139%[activator]
CC1=C(C(=O)O)N2C(=O)C(NC(=O)c3nn(C)cc3[N+](=O)[O-])C2SC1 (centres undefined),11%,nt,-1%,-1%,-29%,27%
CCN(Cc1ccncc1)C(=O)C1CCN(S(=O)(=O)c2cccs2)CC1,nt,-32%,8%,0%,4%,-17%
CC(C)c1ccc(CNC(=O)C(=O)NCCCn2ccnc2)cc1,7%,-6%,18%,1%,-2%,31%
COc1ccc2oc(=O)c(C(=O)NCc3ccccc3)cc2c1,-1%,7%,-1%,-5%,0%,?
COCCNC(=O)Cn1cc(/C=N/NC(=O)c2ccc(Oc3ccc(O)cc3)cc2)c2ccccc21,-5%,-3%,-20%,2%,7%,2%
O=C(CN1CCN(Cc2ccc(F)cc2)CC1)NCCc1ccccc1,-39%,-15%,19%,14%,-2%,6%
O=C(NC(=S)NCC1COc2ccccc2O1)c1ccccc1 (centres undefined),3%,?,-21%,3%,2%,?
O=C(Nc1ccc(-c2csc(Nc3cccc(C(F)(F)F)c3)n2)cc1)c1cccc(C(F)(F)F)c1,9.3µM*,-4%,?,2%,-6%,8.3µM*
Cc1ccc(-c2cc(C(=O)Nc3ccc(S(=O)(=O)Nc4cc(C)on4)cc3)c3ccccc3n2)c(C)c1,?,8%,4%,9%,-6%,7.4µM*
CC(C)(C)NC(=O)/C(=C\c1ccco1)NC(=O)c1ccco1,21%,?,?,3%,-4%,32%[activator]
O=C(Nc1ncc(Cc2cccc(Cl)c2Cl)s1)c1ccc([N+](=O)[O-])cc1,-8%,2%,?,3%,3%,41%[activator]
C/C(=N\NC(=O)c1cccs1)c1ccc2ccccc2c1,20%,-19%,18%,7%,-6%,19%
O=C(Nc1ccccc1N1CCOCC1)c1ccncc1,-24%,-6%,-1%,nt,0%,0%
COc1ccc(-n2ccn3c(CCC(=O)N4CCN(c5cccc(C)c5C)CC4)nnc3c2=O)cc1,?,-1%,7%,1%,6%,?
Cc1cccc(N(C)C(=O)CCS(=O)(=O)c2cc3c(cc2Cl)NC(=O)CO3)c1,-20%,-13%,6%,0%,-15%,?
NC(=O)C1Cc2ccccc2CN1C(=O)c1nn(Cc2ccccc2)c(=O)c2ccccc12 (centres undefined),9.3µM*,2%,3%,nt,-6%,5.9µM*
CCOC(=O)N1CCN(S(=O)(=O)c2ccc(C(=O)NNc3nc4c(C)cccc4s3)cc2)CC1,?,-9%,?,-2%,?,?
CCCc1nc(C(C)(C)O)c(C(=O)OCc2oc(=O)oc2C)n1Cc1ccc(-c2ccccc2-c2nn[nH]n2)cc1,-12%,nt,nt,nt,-1%,?
CC(C)(C)N(NC(=O)Nc1ccccc1)C(=O)c1ccccc1,-17%,4%,33%[activator],-3%,-14%,0%
COCC(=O)Nc1ccc(N(C)C)cc1,30%[activator],-26%,1%,-1%,-12%,nt
CN(Cc1cccc(Cl)c1Cl)c1ccc(S(=O)(=O)N2CCCCC2)cc1[N+](=O)[O-],-18%,-7%,11µM*,1%,-3%,?
COc1ccccc1N1C(=O)c2ccc(C(=O)Nc3nccs3)cc2C1=O,24%,-4%,2%,-4%,9%,304%[activator]
CCOC(=O)CCC(=O)Nc1ccc(S(=O)(=O)N2CCc3ccccc32)cc1,2%,-4%,3%,0%,2%,?
Cc1cc(C)cc(N2C(=O)NC(=O)/C(=C/c3cccn3-c3ccc(Cl)cc3)C2=O)c1,17%,-26%,11%,1%,-4%,43%[activator]
Cc1cc2nc(C3CCN(C(=S)NCCCOC(C)C)CC3)[nH]c2cc1C,-25%,nt,-9%,-1%,-8%,5%
O=C(Nc1ccc(Cl)cc1)Nc1cccc2nsnc12,-42%,-4%,?,-21%,3%,-96%
COc1ccc(C(=O)N/C(=C\c2cn(S(=O)(=O)N(C)C)c3ccccc23)C(=O)NCCCN2CCOCC2)cc1,?,-19%,4%,-1%,5%,0%
CN(C)S(=O)(=O)c1ccc(C(=O)NCC(C)(C)N2CCOCC2)cc1,4%,9%,15%,0%,1%,-14%
COc1ccc(N2C(=O)C(CC(=O)Nc3ccccc3)N(Cc3ccccn3)C2=S)cc1 (centres undefined),?,-19%,-3%,0%,-2%,-13%
CCC(C)c1ccc(NC(=S)NCc2cccnc2)cc1 (centres undefined),-12%,-31%,-3%,0%,2%,?
O=C(NC1CCCCC1)c1ccc(S(=O)(=O)N2CCOCC2)cc1,-8%,7%,10%,-4%,-7%,-26%
CCN1CCN(C(=O)c2ccc3c(c2)c(C)c(C)n3Cc2ccccc2)CC1,?,-11%,-2%,1%,-4%,257%[activator]

# Sorted by length of the SMILES (rising): three of the compounds above.
SMILES,Pf growth 48h,Sm TGR block,HCV inh,LmPK inhibitor,TbPYK inhibitor,Pf growth 96h
CCC(C)c1ccc(NC(=S)NCc2cccnc2)cc1 (centres undefined),-12%,-31%,-3%,0%,2%,?
Cc1cc(C)cc(N2C(=O)NC(=O)/C(=C/c3cccn3-c3ccc(Cl)cc3)C2=O)c1,17%,-26%,11%,1%,-4%,43%[activator]
COc1ccc(C(=O)N/C(=C\c2cn(S(=O)(=O)N(C)C)c3ccccc23)C(=O)NCCCN2CCOCC2)cc1,?,-19%,4%,-1%,5%,0%
